High-throughput results as filed in PubChem.
Growth percent in the NCI-60 one-dose screen (48 h, 10 µM unless noted): 100 = growth as untreated, 0 = no growth, -100 = all killed.
OVCAR-8: OVCAR-8 ovarian cancer; 4.4% of 81,000 active
NCI-H23: NCI-H23 lung cancer. 4% of 80,000 active
OVCAR-5: OVCAR-5 ovarian cancer. 2.9% of 82,000 active
NCI-H322M: NCI-H322M lung cancer; 2.7% of 80,000 active; AID 1794733
NCI-H522: NCI-H522 lung cancer; 8% of 78,000 active; AID 1794739
NCI/ADR-RES: NCI/ADR-RES ovarian cells; 4.4% of 81,000 active; AID 1794790
OVCAR-3: OVCAR-3 ovarian cancer; 7% of 79,000 active; AID 1794787
NCI-H226: NCI-H226 lung cancer. 3.5% of 79,000 active
NCI-H460: NCI-H460 lung cancer; 6.8% of 82,000 active; AID 1794736
Numbers without * were called inactive; x = not tested or not shown; & = joins results of further samples. The calls were made as follows: active = growth percent below 10; inactive = the rest.

entry | SMILES | OVCAR-8 | NCI-H23 | OVCAR-5 | NCI-H322M | NCI-H522 | NCI/ADR-RES | OVCAR-3 | NCI-H226 | NCI-H460
1 | CNC(=O)Oc1ccccc1Br | 93 | 105 | 95 | 113 | 99 | 110 | 123 | 98 | 111
2 | ClCCN(CCCl)CCN1c2ccccc2Sc2ccccc21 | 98 | 101 | 119 | 105 | 87 | 98 | 100 | 98 | 69
3 | CC(C)=CC1C(C(=O)OCC(C)C)C1(C)C (configuration not stated) | 106 | 95 | 87 | 94 | 76 | 94 | 104 | 105 | 113
4 | CCCn1cc(C(=O)C2C(C)(C)C2(C)C)c2ccccc21 | 102 | 93 | 108 | 109 | 86 | 100 | 98 | 103 | 112
5 | CC1(C)N=C(N)N=C(N)N1c1ccc(C(=O)Nc2ccc(S(=O)(=O)F)cc2)cc1 | 97 | x | 91 | x | 86 | 104 | 108 | 93 | 108
6 | C[C@@H]1CN(C(=O)C(O)(c2ccccc2)c2ccccc2)[C@@H](C)CN1c1ccccn1 | 102 | 103 | 104 | 107 | 84 | 103 | 113 | 101 | 112
7 | N#CC(c1ccccc1)N1CCOCC1 (configuration not stated) | 110 | 93 | 104 | 105 | 103 | 97 | 111 | 95 | 105
8 | CC1CCCC(C[N+](C)(C)C)C1=O (configuration not stated) | 108 | 109 | 104 | 77 | 99 | 107 | 121 | 95 | 117
9 | COC(=O)C(C)NP(=O)(N1CC1)N1CC1 (configuration not stated) | 102 | 113 | x | 116 | 103 | 112 | 106 | 95 | 97
10 | CC(C)CCCC(C)C1CCC2C3CC=C4CC(OC(=O)c5cc([N+](=O)[O-])c(N6CC6)c([N+](=O)[O-])c5)CCC4(C)C3CCC12C (configuration not stated) | 99 | 103 | 103 | 103 | 108 | 103 | 109 | 97 | 110
11 | CNCC(=O)c1ccc(O)c(O)c1 | 97&96&104 | 106&100 | 101&87&102 | 101&106&123 | 103&89&92 | 102&94&97 | 99&117&114 | 108&102&98 | 105&106&112
12 | CC(C)CC(NC(=O)CF)C(=O)O (configuration not stated) | 104 | 96 | 81 | 88 | 74 | 98 | 107 | 101 | 110
13 | CCOP(=O)(OCC)C(O)c1ccc(Cl)c(Cl)c1 (configuration not stated) | 101 | 101 | 101 | 110 | 70 | 108 | 128 | 111 | 115
14 | CCCCCCCC[N+]12CN3CN(CN(C3)C1)C2 | 101 | 92 | 97 | 85 | 98 | 99 | 98 | 98 | 101
15 | c1cnc2c(c1)ccc1ncccc12 | 94 | 121 | 148 | 123 | 94 | 78 | 91 | 100 | 108
16 | CC(=O)OC1CC2(O)C(CCC3(C)C(c4ccc(=O)oc4)CCC32O)C2(C)CCC(OC3OC(CO)C(O)C(O)C3O)C=C12 (configuration not stated) | -56* | -57* | -74* | -82* | -39* | -62* | -100* | -92* | -75*
17 | O=P(N1CC1)(N1CC1)N1CCc2ccccc21 | 103 | 103 | 112 | 108 | 109 | 101 | 107 | 105 | 63
18 | CCCCC1(CCC)C(=O)NC(=S)NC1=O | 128 | 100 | 102 | 112 | 82 | 102 | 93 | 106 | 108
19 | C(#CCN1CCOCC1)CN1CCOCC1 | 109 | 105 | 103 | 140 | 98 | 108 | 112 | 103 | 111
20 | N#CC(C#N)=Cc1ccc(O)cc1 | 103 | 103 | 96 | 105 | 100 | 108 | 109 | 103 | 104
21 | Cc1ccc(O)c(C)c1 | 95 | 97 | 95 | 111 | 102 | 99 | 103 | 107 | 108
22 | C[C@@H]([C@H](O)c1ccccc1)N(C)C | 108 | x | 109 | 102 | 99 | 109 | 125 | 105 | 112
23 | CC1(C)N=C(N)N=C(N)N1c1ccc(CCCCc2ccc(Cl)cc2S(=O)(=O)F)c(Cl)c1 | 15 | 26 | 31 | 34 | 4.0* | 53 | 25 | 31 | 8.4*
24 | COC(=O)[C@@]1(C)c2ccccc2C(=O)N2CCc3cc(OC)c(OC)cc3[C@H]21 | 85 | 97 | 112 | 102 | 92 | 86 | x | 95 | 106
25 | NC1=NCC(c2ccc(Cl)cc2)O1 (configuration not stated) | 101 | 106 | 91 | 108 | 91 | 109 | 98 | 98 | 99
26 | COC(=O)C[C@H](NC(=O)C(=O)c1cn(Cc2cn(Cc3ccccc3)nn2)c2ccccc12)C(=O)OC | 102 | 100 | 99 | 93 | 92 | 100 | 106 | 110 | 112
27 | CN(C)Cc1c[nH]c2cc([N+](=O)[O-])ccc12 | 106 | 102 | 109 | 97 | 111 | 111 | 111 | 106 | x
28 | COC(=O)[C@@H](C)C[C@H](Cc1ccccc1)NC(=O)c1csc(CC[C@H](C(C)C)N(C)C(=O)[C@@H](NC(=O)[C@H]2CCCCN2C)C(C)C)n1 | 21 | 32 | 54 | 44 | -13* | 53 | -5.6* | 50 | 6.8*
29 | NC(=O)SCC(=O)Nc1ccc([As](=O)(O)O)cc1 | 83 | 86 | 125 | 123 | -9.0* | 86 | 103 | 111 | 101
30 | c1ccc(Nc2ccc(Nc3ccccc3)cc2)cc1 | 67 | 67 | 111 | 97 | 61 | 53 | 61 | 80 | 75

Gathered by group: the entries above containing a cyano group.
entry | SMILES | OVCAR-8 | NCI-H23 | OVCAR-5 | NCI-H322M | NCI-H522 | NCI/ADR-RES | OVCAR-3 | NCI-H226 | NCI-H460
7 | N#CC(c1ccccc1)N1CCOCC1 (configuration not stated) | 110 | 93 | 104 | 105 | 103 | 97 | 111 | 95 | 105
20 | N#CC(C#N)=Cc1ccc(O)cc1 | 103 | 103 | 96 | 105 | 100 | 108 | 109 | 103 | 104

(listing goes on)
entry | SMILES | OVCAR-8 | NCI-H23 | OVCAR-5 | NCI-H322M | NCI-H522 | NCI/ADR-RES | OVCAR-3 | NCI-H226 | NCI-H460
31 | CC(C)NCC(=O)c1ccc(O)c(O)c1 | 104 | 108 | 89 | 96 | 100 | 105 | 110 | 96 | 110
32 | C=C(C)[C@@]12OC3(/C=C/C=C/CCCCC)O[C@@H]1[C@@H]1[C@@H]4O[C@]4(CO)[C@@H](O)[C@]4(O)C(=O)C(C)=C[C@H]4[C@@]1(O3)[C@H](C)[C@H]2OC(=O)c1ccccc1 | 83 | 46 | 107 | 77 | 79 | 69 | 62 | 79 | 22
33 | O=C(O)CCCc1ccc(N(CCCl)CCCl)cc1 | 87 | 79&102 | 81&98 | 112&99 | 60&87 | 89&96 | 108&111 | 88&79 | 55&87
34 | C=C(C)[C@@H]1CCC(C)=C[C@H]1c1c(O)cc(O)cc1CCCCC | 91 | 89 | 98 | x | 83 | 97 | 101 | 83 | 101
35 | CCOP(=O)(CC#N)OCC | 97 | 103 | 108 | 107 | 97 | 106 | 102 | 94 | 100
36 | CCCCCCCCCCCCCCCCOc1ccc(-c2cc(Cl)c3cc(S(=O)(=O)F)ccc3n2)cc1S(=O)(=O)F | 104 | 103 | 98 | 97 | x | 103 | 109 | 104 | 104
37 | COP(=S)(OC)Oc1ccc([N+](=O)[O-])c(Cl)c1 | 98 | 101 | 101 | 125 | 83 | 96 | 104 | 115 | 101
38 | CN(C)CCSC1=Nc2ccc(Cl)cc2C(c2ccccc2Cl)=NC1 | 104&107 | 103&104 | 117&112 | 105&104 | 91&84 | 105&102 | 107&111 | 113&127 | 113&110
39 | c1ccc(OP2OCCO2)cc1 | 103 | 108 | 103 | 90 | x | 111 | 108 | 94 | 106
40 | O=C(O)CNC(=O)Cc1ccc(N(CCCl)CCCl)cc1 | 102 | 99 | 113 | 115 | 90 | 106 | 130 | 103 | 111
41 | C[C@]12C/C(=C/N3CCCCC3)CC[C@@H]1CC[C@@H]1[C@@H]2CC[C@@]2(C)[C@H]1CC[C@]2(C)O | 97 | 94 | 95 | 100 | 88 | 99 | 106 | 111 | 109
42 | Cc1cc(NC(=O)NCc2ccc(N3C(N)=NC(N)=NC3(C)C)cc2)ccc1S(=O)(=O)F | -4.5* | 29 | 11 | 55 | 17 | 112 | 68 | 101 | 4.5*
43 | OCCNC(Cc1ccccc1)c1ccc2c(c1)OCO2 (configuration not stated) | 99 | 100 | 105 | 98 | 67 | 102 | 100 | 97 | 106
44 | CC(C)OCCCNC(=O)CCl | 102 | 104 | 109 | 120 | 105 | 114 | 116 | 102 | 110
45 | Cc1ccc(C(=O)C2C(c3ccccc3)N2Cc2ccccc2)cc1 (configuration not stated) | 90 | 86 | 101 | 102 | 79 | 87 | 99 | 93 | 100
46 | O=C1CC(c2cc(=O)oc3ccc(Cl)cc23)c2c(c3ccccc3oc2=O)O1 (configuration not stated) | x | 93 | 95 | 98 | 48 | 99 | 104 | 83 | 109
47 | CCN1CC2C3CCC(C)(O3)C2C1 (configuration not stated) | 107 | 79 | 81 | 107 | 98 | 79 | 113 | 101 | 107
48 | CC[C@@H](C(N)=O)N1CCCC1=O | 98 | 93 | 105 | 104 | 104 | 94 | x | 97 | 108
49 | CN1C(=O)N[C@H]2[C@@H]3NC(=O)c4ccc(Br)n4[C@@H]3C[C@]21O | -12* | -15* | -2.5* | -6.8* | -38* | 49 | -29* | -17* | -11*
50 | CCCCCCCCCc1ccc(OP(Oc2ccccc2)Oc2ccc(CCCCCCCCC)cc2)cc1 | 109 | 110 | 110 | 103 | 102 | x | 106 | 142 | 117
51 | COC1=CC(=O)O[C@@H](/C=C/c2ccccc2)C1 | 106 | 114 | 103 | 91 | 95 | 118 | 109 | 108 | 106
52 | CNC(=O)O/N=C(\SC)C(=O)N(C)C | 98 | 93 | 101 | 111 | 78 | 96 | 107 | 110 | 107
53 | CNC(=O)Oc1cc(Cl)c(Cl)cc1Cl | 108 | 99 | 104 | 99 | 95 | 105 | 108 | 102 | 108
54 | C=CC(=O)NCO | x | 99 | 110 | 98 | 105 | 107 | 105 | 105 | 106
55 | COc1cc(/C=N/Nc2nncn2N)ccc1N(CCCl)CCCl | 97 | 101 | 111 | 109 | 93 | 106 | 105 | 103 | 111
56 | CC1(C)N=C(N)N=C(N)N1c1ccc(CCC(=O)Nc2cccc(S(=O)(=O)F)c2)cc1 | 86 | 64 | 91 | 79 | 91 | x | 114 | 89 | 28
57 | COc1cc(C(=O)N2CC[C@@H](O)[C@@H](N)C2)cc2nc(-c3cc4ccccc4n3CC3CC3)n(C)c12 | 96 | 93 | 106 | 94 | 88 | 98 | 93 | 82 | 89
58 | CC(Oc1ccc(Cl)cc1Cl)C(=O)O (configuration not stated) | 103 | 94 | 88 | 98 | 91 | 94 | 101 | 113 | 106
59 | CCc1cc2c(cc1-c1csc(C/C(N)=N/O)n1)C(C)(C)CCC2(C)C | 95 | 103 | 108 | 125 | 102 | 99 | 100 | 105 | 96
60 | COC(=O)[C@@H](Cc1cc2ccccc2[nH]1)NC(=O)C(=O)c1cn(Cc2cn(Cc3ccccc3)nn2)c2ccccc12 | 107 | 95 | 104 | 89 | 89 | 99 | 97 | 99 | 115
61 | C[C@H]1[C@H](OC(=O)CCC(=O)N(CCCc2cn(-c3ccc(CN4CCOCC4)cc3)nn2)CCNc2ccnc3cc(Cl)ccc23)O[C@@H]2OC3(C)CC[C@H]4[C@H](C)CC[C@@H]1[C@@]24OO3 | 19 | 45 | 42 | 21 | -22* | 26 | 38 | 54 | 7.9*
62 | CCCCCC/C=C/c1cc(O)c2c(c1)OC(C)(C)[C@H]1CC[C@H](C)C[C@H]21 | 108 | 92 | 101 | 108 | 86 | 104 | 111 | 106 | 103

Some of the entries above in another layout.
28. COC(=O)[C@@H](C)C[C@H](Cc1ccccc1)NC(=O)c1csc(CC[C@H](C(C)C)N(C)C(=O)[C@@H](NC(=O)[C@H]2CCCCN2C)C(C)C)n1
29. NC(=O)SCC(=O)Nc1ccc([As](=O)(O)O)cc1
30. c1ccc(Nc2ccc(Nc3ccccc3)cc2)cc1
31. CC(C)NCC(=O)c1ccc(O)c(O)c1
32. C=C(C)[C@@]12OC3(/C=C/C=C/CCCCC)O[C@@H]1[C@@H]1[C@@H]4O[C@]4(CO)[C@@H](O)[C@]4(O)C(=O)C(C)=C[C@H]4[C@@]1(O3)[C@H](C)[C@H]2OC(=O)c1ccccc1
33. O=C(O)CCCc1ccc(N(CCCl)CCCl)cc1
34. C=C(C)[C@@H]1CCC(C)=C[C@H]1c1c(O)cc(O)cc1CCCCC

assay / compound	28	29	30	31	32	33	34
OVCAR-8	21	83	67	104	83	87	91
NCI-H23	32	86	67	108	46	79&102	89
OVCAR-5	54	125	111	89	107	81&98	98
NCI-H322M	44	123	97	96	77	112&99	x
NCI-H522	-13*	-9.0*	61	100	79	60&87	83
NCI/ADR-RES	53	86	53	105	69	89&96	97
OVCAR-3	-5.6*	103	61	110	62	108&111	101
NCI-H226	50	111	80	96	79	88&79	83
NCI-H460	6.8*	101	75	110	22	55&87	101

35. CCOP(=O)(CC#N)OCC
36. CCCCCCCCCCCCCCCCOc1ccc(-c2cc(Cl)c3cc(S(=O)(=O)F)ccc3n2)cc1S(=O)(=O)F
37. COP(=S)(OC)Oc1ccc([N+](=O)[O-])c(Cl)c1
38. CN(C)CCSC1=Nc2ccc(Cl)cc2C(c2ccccc2Cl)=NC1
39. c1ccc(OP2OCCO2)cc1
40. O=C(O)CNC(=O)Cc1ccc(N(CCCl)CCCl)cc1
41. C[C@]12C/C(=C/N3CCCCC3)CC[C@@H]1CC[C@@H]1[C@@H]2CC[C@@]2(C)[C@H]1CC[C@]2(C)O

assay / compound	35	36	37	38	39	40	41
OVCAR-8	97	104	98	104&107	103	102	97
NCI-H23	103	103	101	103&104	108	99	94
OVCAR-5	108	98	101	117&112	103	113	95
NCI-H322M	107	97	125	105&104	90	115	100
NCI-H522	97	x	83	91&84	x	90	88
NCI/ADR-RES	106	103	96	105&102	111	106	99
OVCAR-3	102	109	104	107&111	108	130	106
NCI-H226	94	104	115	113&127	94	103	111
NCI-H460	100	104	101	113&110	106	111	109

42. Cc1cc(NC(=O)NCc2ccc(N3C(N)=NC(N)=NC3(C)C)cc2)ccc1S(=O)(=O)F

assay / compound	42
OVCAR-8	-4.5*
NCI-H23	29
OVCAR-5	11
NCI-H322M	55
NCI-H522	17
NCI/ADR-RES	112
OVCAR-3	68
NCI-H226	101
NCI-H460	4.5*

An excerpt, so the mix of outcomes need not match the whole.
